GIRK2 act: Activators of human GIRK2-containing channels. P48051. 34,000 tested, under 10 active. activation (% efficacy), % for hits at 37.5 µM. HEK293 GIRK2/NPY4 cells, thallium flux fluorescence;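 active means primary screen hit, no activity in plain HEK293 cells, and in GIRK2-only cells above 5% efficacy rising with concentration; inactive means the rest, including fluorescent compounds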;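 further: efficacy is normalized control-subtracted fluorescence 15 s after thallium addition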
Target sequence (P48051 whole entry, looked up): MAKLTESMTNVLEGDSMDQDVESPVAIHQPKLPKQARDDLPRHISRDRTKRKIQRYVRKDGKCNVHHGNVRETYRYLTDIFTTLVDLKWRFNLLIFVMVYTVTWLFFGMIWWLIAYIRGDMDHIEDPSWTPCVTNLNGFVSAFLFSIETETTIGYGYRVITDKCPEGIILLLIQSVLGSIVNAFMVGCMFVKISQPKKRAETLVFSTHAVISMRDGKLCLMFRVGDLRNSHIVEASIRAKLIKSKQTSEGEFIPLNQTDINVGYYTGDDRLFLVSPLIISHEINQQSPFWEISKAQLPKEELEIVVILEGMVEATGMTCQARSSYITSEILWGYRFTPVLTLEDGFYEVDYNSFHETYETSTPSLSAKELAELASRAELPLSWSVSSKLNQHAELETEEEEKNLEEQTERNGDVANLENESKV
Calls only; i = inactive. An excerpt; the hit share may differ from the screen's.

| Structure | GIRK2 act |
| --- | --- |
| Cc1onc(-c2ccccc2Cl)c1C(=O)NCCC(O)c1cccs1 (configuration not stated) | i |
| Cc1ccc(-c2nnc(NC(=O)C3CCCCC3)o2)cc1C | i |
| Cc1ccc(C)c(C(=O)NCC2CCN(C(=O)/C=C/c3ccco3)CC2)c1 | i |
| Cc1ccc2nc(NC(=O)c3ccc(=O)n(Cc4ccccc4F)c3)sc2c1 | i |
| O=C(O)/C=C/C(=O)Nc1ccccc1C(=O)NCC1CCCO1 (configuration not stated) | i |
| CNS(=O)(=O)c1ccc(C(=O)N2CCC(O)CC2)o1 | i |
| Cc1ccc(-c2ccc(=O)n(CCNC(=O)COc3ccc4c(c3)OCO4)n2)cc1 | i |
| Cc1ccc2nc3c(cc(C(=O)Nc4cccc(C(F)(F)F)c4)n3C)c(=O)n2c1 | i |
| Fc1ccc(-c2noc(Cc3nc(-c4cccs4)cs3)n2)cc1 | i |
| O=C(Cn1c2c(c(=O)n(C3CCCCC3)c1=O)CCC2)N1CCOCC1 | i |
| Cc1cc(C(=O)N2CCN(c3nc4c(C(C)C)cccc4s3)CC2)on1 | i |
| O=S1(=O)CCC(n2nc(-c3ccco3)cc2NS(=O)(=O)c2cccc(Cl)c2)C1 (configuration not stated) | i |
| Cc1cc(-c2nnc(NC(=O)CS(=O)(=O)c3ccc(Cl)cc3)o2)nn1C | i |
| Cc1cccn2c(=O)c3cc(C(=O)Nc4ccc5c(c4)OCO5)n(Cc4ccccc4)c3nc12 | i |
| O=C(CCN1C(=O)c2ccccc2S1(=O)=O)Nc1cccc([N+](=O)[O-])c1 | i |
| Cc1cc(C)n(-c2nc3c(c(=O)n(CC(N)=O)c(=O)n3C)n2Cc2ccccc2Cl)n1 | i |
| CC(C)C(=O)Nc1ccc(C(=O)NCCNC(=O)c2ccc3c(c2)OCO3)cc1 | i |
| Cc1cccnc1NC(=O)c1ccc(=O)n(Cc2cccc([N+](=O)[O-])c2)c1 | i |
| Cc1ccccc1-c1ccc(N2CCC(C(=O)Nc3cccnc3)CC2)nn1 | i |
| COc1cccc(NC(=O)Nc2ccc(Nc3ccc(-n4nc(C)cc4C)nn3)cc2)c1 | i |
| O=C(Cc1csc(Nc2cccc(C(F)(F)F)c2)n1)NCc1ccco1 | i |
| CCn1nnc2c(=O)n(CC(=O)Nc3ccc(Cl)cc3)cnc21 | i |
| Cn1nccc1-c1nnc(NC(=O)c2c(F)cccc2Cl)o1 | i |
| O=C(Cc1csc(NC(=O)C2CCC(=O)N2)n1)Nc1ccc(Cl)c(Cl)c1 (configuration not stated) | i |
| CCSc1ccccc1C(=O)NCCN1CCC(c2cccs2)CC1 | i |
| COCCN1CCC(CNS(=O)(=O)c2ccc3c(c2)CCCC3)CC1 | i |
| O=C(NCCn1nc(-c2ccco2)ccc1=O)C1CN(c2nc3c(F)cccc3s2)C1 | i |
| COc1ccccc1Cc1noc(C2CN(C(=O)c3ccc(Cl)s3)C2)n1 | i |
| Cc1cccc(CS(=O)(=O)NCC(c2ccccc2)N(C)C)c1 (configuration not stated) | i |
| CS(=O)(=O)N1CCN(C(=O)c2cnn3ccccc23)CC1 | i |

Some of these compounds in order of count of non-hydrogen atoms, smallest number first:
| Structure | GIRK2 act |
| --- | --- |
| Cc1cccc(CS(=O)(=O)NCC(c2ccccc2)N(C)C)c1 (configuration not stated) | i |
| COCCN1CCC(CNS(=O)(=O)c2ccc3c(c2)CCCC3)CC1 | i |
| O=C(Cc1csc(Nc2cccc(C(F)(F)F)c2)n1)NCc1ccco1 | i |
| Cc1cccnc1NC(=O)c1ccc(=O)n(Cc2cccc([N+](=O)[O-])c2)c1 | i |
| Cc1cc(C)n(-c2nc3c(c(=O)n(CC(N)=O)c(=O)n3C)n2Cc2ccccc2Cl)n1 | i |

(cont.)
| Structure | GIRK2 act |
| --- | --- |
| CCOc1ccccc1-c1noc(C2CCN(S(=O)(=O)c3cccs3)CC2)n1 | i |
| Cc1ccc(Cl)cc1-n1nnnc1SCC(=O)NCc1ccco1 | i |
| COC(=O)c1cc(Br)ccc1NC(=O)c1cccc(C)c1 | i |
| COc1cccc(-c2noc(C3CCN(S(=O)(=O)c4cccs4)CC3)n2)c1OC | i |
| CCOc1ccc(S(=O)(=O)N2CCN(c3ccc4nncn4n3)CC2)c(OCC)c1 | i |
| CCCC(=O)Nc1ccc(O)c(C(=O)CC2OC(=O)c3ccccc32)c1 (configuration not stated) | i |
| COc1nn(C)cc1-c1nnc(SCC(=O)N2CCCc3ccccc32)n1C | i |
| O=C(c1ccccc1)N1CCCc2cc(NC(=O)C3(c4ccccc4)CCOCC3)ccc21 | i |
| CCN(C(=O)CCN1C(=O)c2ccccc2S1(=O)=O)c1ccccc1C | i |
| COC(=O)c1ccc(C(=O)NCc2ccsc2)cc1 | i |
| CCOC(=O)c1c(NC(=O)c2snnc2CC)sc(C)c1C | i |
| COC(=O)c1ccc(NC(=O)C2CN(c3nc4c(F)cccc4s3)C2)cc1 | i |
| O=C(Nc1ccc(F)c(Cl)c1)c1ccc(=O)n(Cc2cccc([N+](=O)[O-])c2)c1 | i |
| CNC(=O)c1cccc(-c2noc(C3CN(S(=O)(=O)c4ccc(F)cc4)C3)n2)c1 | i |
| O=C(NCc1cccs1)C(=O)NCC(c1ccco1)N1CCOCC1 (configuration not stated) | i |
| COc1ccccc1OCC(=O)Nc1sc(SCC(N)=O)nc1-c1ccccc1 | i |
| O=C(Nc1onc2c1CSC2)c1cnn(-c2ccccc2)n1 | i |
| CC(C)N1CCC(CNS(=O)(=O)c2ccc(F)cc2)CC1 | i |
| O=C(Cc1cc(-c2ccc(Cl)cc2)on1)NCCC1=CCCCC1 | i |
| Cc1nc2ccc(NC(=O)C3CCN(S(=O)(=O)c4ccc(F)cc4)CC3)cc2s1 | i |
| Cc1ccnc(Nc2ccc(NCCNC(=O)CCc3ccccc3)nn2)c1 | i |
| Cc1ccnc(Oc2ccc(C(=O)Nc3ccc4c(c3)OCO4)cc2)n1 | i |
| COc1cc(C(=O)Nc2cccc(-c3ccc(=O)n(C)n3)c2)cc(OC)c1OC | i |
| COc1cc(/C=C/C(=O)NCC#CCN2CCc3ccccc3C2)cc(OC)c1OC | i |
| CC(C)(C)n1ncc2c(=O)n(CCC(=O)NC(c3ccccc3)c3ccccc3)cnc21 | i |
| Cn1nnc2c(SCC(=O)NCC3CCCO3)ncnc21 (configuration not stated) | i |
| COC(=O)c1ccc(NC(=O)Cn2c3c(c(=O)n(C4CCCCC4)c2=O)CCC3)cc1 | i |
| COc1cccc(NC(=O)N2CCN(c3ccc(Nc4cc(C)ccn4)nn3)CC2)c1 | i |
| O=C(c1cccs1)N1CCc2cc(S(=O)(=O)NC3CCCC3)ccc21 | i |
| CCOc1ccc(S(=O)(=O)NCC2(O)CCOCC2)cc1F | i |
| CCOc1cc(-c2nnc(NC(=O)c3ccnn3C)o2)cc(OCC)c1OCC | i |
| Cc1cnc2c(c1SCC(=O)O)c(=O)n(C)c(=O)n2C | i |
| C=CCn1c(SCC(=O)NCc2ccco2)nc2scc(-c3ccc(Cl)cc3)c2c1=O | i |
| O=C1NC(=O)C2(CCN(C(=O)c3cc4ccccc4oc3=O)CC2)N1 | i |
| CCOc1ccccc1NC(=O)COc1ncccn1 | i |
| O=C(Nc1nc2c(s1)C(=O)CCC2)c1cc(-c2ccco2)on1 | i |
| CCOc1ccc(NC(=O)CCn2cnc3c(cnn3C(C)(C)C)c2=O)cc1 | i |
| COC(=O)c1ccc(NC(=O)CSc2cc(N3CCCCC3)ncn2)cc1 | i |
| O=C(Nc1ccc(Cl)c([N+](=O)[O-])c1)c1ccc(=O)n(Cc2ccccc2F)c1 | i |
| COCCNC(=O)Cc1ccc(NC(=O)c2c(F)cccc2F)cc1 | i |
| COc1cc(NC(=O)c2n[nH]nc2Nc2cccc(F)c2)cc(OC)c1 | i |
| Cc1ccc(Cl)c2sc(NC(=O)C3CCCCN3S(C)(=O)=O)nc12 (configuration not stated) | i |
| O=C1C(=O)N(CCCn2ccnc2)C(c2ccccn2)C1=C(O)c1ccc(Cl)cc1 (configuration not stated) | i |
| Cc1nc(C)c(C(=O)N2CCN(c3ccc(N(C)C)nn3)CC2)s1 | i |
| O=C(Nc1nnc(Cc2cccs2)o1)c1cc2cc([N+](=O)[O-])ccc2s1 | i |
| Cc1ccc(N2CCN(C(=O)N(C)C)CC2)cc1C | i |
| CNC(=O)C1Cc2ccccc2N1S(=O)(=O)c1ccc2ccccc2c1 (configuration not stated) | i |
| Cn1nc(-c2ccc(NS(=O)(=O)c3ccc4c(c3)OCCO4)cc2)ccc1=O | i |
| CC(=O)c1c(C)nn(CC(O)COc2ccc3c4c(c(=O)oc3c2)CCC4)c1C (configuration not stated) | i |
| COc1ccc(NC(=O)CSC2=NC(C)(C)N=C2c2ccccc2)cc1OC | i |
| CS(=O)(=O)N1CCCC(C(=O)NCc2ccccc2)C1 (configuration not stated) | i |
| NC12CC3CC(C1)CC(CC(=O)O)(C3)C2 | i |
| O=C(CCCn1nc(-c2ccccc2)ccc1=O)Nc1cccc(C(F)(F)F)c1 | i |
| COc1cccc2sc(NC(=O)c3cccc(S(=O)(=O)C(C)C)c3)nc12 | i |
| Cc1cc(S(=O)(=O)Nc2cccc(C(=O)O)c2)ccc1F | i |
| O=C(NCCc1ccccc1)C(=O)NCC(=O)N1CCOC(c2ccccc2)C1 (configuration not stated) | i |
| COc1ccc(Cl)cc1NC(=O)CC(C)n1nc(C)cc1C (configuration not stated) | i |
| O=C(CSc1nc(-c2ccccc2)c2ccccc2n1)NCC1CCCO1 (configuration not stated) | i |
| CCc1ccccc1NC(=O)C1CCCN(c2cnc3ccccc3n2)C1 (configuration not stated) | i |
| COCCn1nnn(-c2ccc(NC(=O)Nc3cccc(C(F)(F)F)c3)cc2)c1=O | i |

More structures follow.
| Structure | GIRK2 act |
| --- | --- |
| Cc1ccc(N2CCN(C(=O)c3cccc(Oc4ncccn4)c3)CC2)nn1 | i |
| CCOc1ccc2nc(N3CCN(C(=O)CS(=O)(=O)c4ccc(OC)cc4)CC3)sc2c1 | i |
| COc1ccc(-c2noc(CS(=O)(=O)c3ccc(Br)cc3)n2)cc1OC | i |
| O=c1c([N+](=O)[O-])c(N(CCO)Cc2ccccc2)c2ccccc2n1-c1ccccc1 | i |
| CSc1cccc(NC(=O)NCCNc2cc(N(C)C)nc(C)n2)c1 | i |
| O=C1Cc2cc(NC(=O)Nc3ccc(Cl)cc3)ccc2N1 | i |
| CSc1ccccc1NC(=O)C(=O)NCC1CCN(Cc2ccccc2)CC1 | i |
| O=C(NCc1nc2ccccc2[nH]1)C1CCCN(c2ccc(-n3ccnc3)nn2)C1 (configuration not stated) | i |
| COCCNC(=O)Cc1ccc(NC(=O)CCc2ccc(OC)cc2)cc1 | i |
| COc1cccc(C(=O)Nc2nn(C)c3c2C(c2ccccc2)CC(=O)N3)c1 (configuration not stated) | i |
| CC(C)NC(=O)Nc1ccc(CN2CCN(C)CC2)cc1 | i |
| Cc1cc(NC(=O)Cn2cnc(-c3cccs3)cc2=O)no1 | i |
| O=C(NCC(O)c1ccsc1)c1cccs1 (configuration not stated) | i |
| Cc1ccnc(Oc2ccc(C(=O)NCc3ccc(Cl)cc3)cc2)n1 | i |
| O=C(NCc1cccs1)N1CCC(c2ccsc2)CC1 | i |

4 of these compounds, reformatted:
Cc1ccc(N2CCN(C(=O)c3cccc(Oc4ncccn4)c3)CC2)nn1
  GIRK2 act: i
CCOc1ccc2nc(N3CCN(C(=O)CS(=O)(=O)c4ccc(OC)cc4)CC3)sc2c1
  GIRK2 act: i
COc1ccc(-c2noc(CS(=O)(=O)c3ccc(Br)cc3)n2)cc1OC
  GIRK2 act: i
O=c1c([N+](=O)[O-])c(N(CCO)Cc2ccccc2)c2ccccc2n1-c1ccccc1
  GIRK2 act: i

(further entries)
| Structure | GIRK2 act |
| --- | --- |
| O=C(NCCCN1CCOC(c2ccccc2)C1)C12CC3CC(CC(C3)C1)C2 (configuration not stated) | i |
| COCCNC(=O)Cc1csc(Nc2ccc(OC(F)(F)F)cc2)n1 | i |
| O=C(CSc1nc(=O)n(CCO)c2c1CCC2)NCc1ccccc1Cl | i |
| Cn1cccc1C(O)CNC(=O)C1CC1 (configuration not stated) | i |
| O=C(c1cc2ccccc2oc1=O)N1CCN(C(=O)c2cnn3ccccc23)CC1 | i |
| COC(=O)Nc1nc(CC(=O)Nc2ccccc2C(N)=O)cs1 | i |
| COc1cn(CC(=O)NC2CCCC2)c(CSc2nc(C)cs2)cc1=O | i |
| CS(=O)(=O)N1CCCC(C(=O)Nc2nc(-c3nc4ccccc4s3)cs2)C1 (configuration not stated) | i |
| COCC(C)(O)CNC(=O)C(C)(C)C (configuration not stated) | i |
| CCOc1cc(C(=O)Nc2ccc3c(c2)N(C(C)=O)CCC3)cc(OCC)c1OCC | i |
| O=C(COc1ccccc1F)N(CCc1ccccc1)Cc1ccccn1 | i |
| O=C(CCCn1nc(-c2ccco2)ccc1=O)Nc1ccccc1C(F)(F)F | i |
| COc1ccc(C)cc1S(=O)(=O)Nc1ccc(C)c(N2CCCCC2=O)c1 | i |
| O=S(=O)(Cc1ccccc1)N1CCN(Cc2nc(-c3ccccc3)cs2)CC1 | i |
| CN(C)C(CNC(=O)C(=O)Nc1ccccc1F)c1cccc2ccccc12 (configuration not stated) | i |
| CN(C)C(=O)Cc1ccc(NC(=O)c2cccc(C(F)(F)F)c2)cc1 | i |
| O=C(NCc1cccnc1)C(=O)Nc1cccc(N2CCCC2=O)c1 | i |
| O=C(Nc1cccc(Cl)c1Cl)C1CCCN(c2cc(-n3cccn3)ncn2)C1 (configuration not stated) | i |
| COc1cccc(-c2nnc3ccc(OCCNC(=O)Nc4cccs4)nn23)c1 | i |
| Cc1cccc(-n2nc3c(c2NC(=O)C(=O)NCc2ccco2)CS(=O)(=O)C3)c1 | i |
| CC(C)c1nnc(C2CCN(C(=O)CSC3CCCC3)CC2)o1 | i |
| Cc1nnc(NC(=O)c2ccc(=O)n(Cc3cccc([N+](=O)[O-])c3)c2)s1 | i |
| O=C(c1nc2ccccc2s1)N1CCN(C(=O)c2cnn3ccccc23)CC1 | i |
| COc1ccccc1NC(=O)CS(=O)(=O)c1ccc(Cl)s1 | i |

Screening data (PubChem BioAssay)
